697 NFkB inh – inhibitors of the PMA/ionomycin-induced NF-kB reporter in 697 B cells; 697 B-cell NF-kB luciferase reporter, 16 h; inhibition, % at 4 µM; hit rate 0.33% among 330,000; AID 435022; in the data active = inhibition above about 35%
CHOP UPR activ – apoptotic UPR (CHOP) activation; CHO-CHOP luciferase reporter, luminescence; percent of tunicamycin response over DMSO baseline; activation, % at 10 µM; hit rate 0.34% among 330,000;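 active = at 10 µM dose, activation of 40% or more, normalized to positive control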;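 also: 100% = tunicamycin at 10 µg/mL and 0% = DMSO alone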
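Dosing – one dose, 10 µM in 0.5% DMSO · System – CHO-CHOP cells, stable luciferase reporter of PERK-eIF2a-CHOP signalling · Input – 500 cells/well · Control set – tunicamycin 10 µg/mL final as positive, DMSO-only wells as negative · Timing – 6 h compound treatment, 37 °C · Measure – % activation vs tunicamycin · Technique – luminescence read with Steady-Glo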
tim23-1 inh – growth inhibitors of tim23-1 mutant yeast; S. cerevisiae tim23-1 growth, BacTiter-Glo luminescence, 24 h; inhibition, % at 20 µM; hit rate 1.3% among 330,000; AID 463212;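 active = growth inhibition of the mutant yeast at or above 50%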;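 also: temperature-sensitive mutant grown at 25 °C; plate controls were DMSO-treated mutant yeast for no effect and medium wells lacking yeast for full effect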
Jurkat NFkB inh – inhibitors of the PMA/ionomycin-induced NF-kB reporter in Jurkat cells. PMA/ionomycin-induced NF-kB luciferase reporter, luminescence. inhibition, % at 4 µM. hit rate 0.53% among 330,000; in the data active = inhibition above about 50%
XBP1 UPR activ – adaptive UPR (XBP1) activation; CHO-XBP1 luciferase reporter, IRE1-XBP1 UPR activation, luminescence; percent of tunicamycin response, DMSO as zero; activation, % at 20 µM; hit rate 0.33% among 330,000;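 active = versus positive control, 20 µM dose yields 30% or more activation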;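 also: 100% = tunicamycin at 10 µg/mL and 0% = DMSO only wells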
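Signal: luciferase luminescence; Assay system: CHO-XBP1 luciferase reporter cells; Amount: one thousand reporter cells per well; Dosing: 20 µM single concentration, DMSO 1%; Benchmarks: high control tunicamycin 10 µg/mL final, low control DMSO vehicle only; Schedule: 6 h compound exposure at 37 °C, 5% CO2; Evaluation: percent activation relative to tunicamycin reference.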
APJ antag – blocks the human apelin receptor APJ; CHO-K1 APJ beta-arrestin complementation, luminescence; inhibition, % at 20 µM; hit rate 0.32% among 330,000;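 active = inhibition above about 40% at 20 µM, limit read from the data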;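 also: cells challenged with 10 nM apelin-13 agonist together with compound; plate controls were apelin-13 plus DMSO wells for no effect and DMSO wells lacking apelin-13 for full effect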
Mdm2-MdmX inh – human Mdm2/MdmX binding inhibition; O15151+Q00987; SaOS-2 split-luciferase Mdm2/MdmX complementation, luminescence; inhibition, % at 8 µM; hit rate 3% among 330,000; AID 485346;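 active = inhibition of at least 50% at 8 µM in the primary screen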
Target sequence (O15151 whole entry, looked up): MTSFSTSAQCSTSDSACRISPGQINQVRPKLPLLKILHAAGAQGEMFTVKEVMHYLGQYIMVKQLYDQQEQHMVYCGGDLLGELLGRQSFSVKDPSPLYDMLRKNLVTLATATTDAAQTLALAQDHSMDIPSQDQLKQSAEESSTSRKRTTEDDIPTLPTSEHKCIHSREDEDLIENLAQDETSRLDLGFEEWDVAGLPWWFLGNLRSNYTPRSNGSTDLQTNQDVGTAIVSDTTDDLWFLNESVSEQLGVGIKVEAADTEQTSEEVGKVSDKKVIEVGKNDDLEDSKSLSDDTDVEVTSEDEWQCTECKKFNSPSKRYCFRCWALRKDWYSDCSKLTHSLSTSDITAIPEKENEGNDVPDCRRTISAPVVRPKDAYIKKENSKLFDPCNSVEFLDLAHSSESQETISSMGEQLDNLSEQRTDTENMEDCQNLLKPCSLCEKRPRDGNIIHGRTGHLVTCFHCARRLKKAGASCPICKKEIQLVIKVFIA
Target sequence (Q00987 whole entry, looked up): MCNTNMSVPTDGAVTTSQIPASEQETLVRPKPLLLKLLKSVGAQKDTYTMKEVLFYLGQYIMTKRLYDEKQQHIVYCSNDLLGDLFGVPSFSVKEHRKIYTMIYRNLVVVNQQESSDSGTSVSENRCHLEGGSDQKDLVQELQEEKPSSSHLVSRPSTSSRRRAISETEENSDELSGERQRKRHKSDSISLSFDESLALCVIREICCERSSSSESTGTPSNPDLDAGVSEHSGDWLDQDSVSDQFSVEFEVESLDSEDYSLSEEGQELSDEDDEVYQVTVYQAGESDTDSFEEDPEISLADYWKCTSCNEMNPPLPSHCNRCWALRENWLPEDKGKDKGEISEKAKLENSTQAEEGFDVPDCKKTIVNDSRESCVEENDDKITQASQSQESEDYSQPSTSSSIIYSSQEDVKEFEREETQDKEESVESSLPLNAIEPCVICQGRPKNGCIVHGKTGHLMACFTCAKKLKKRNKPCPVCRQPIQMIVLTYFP
APJ agonist – agonists of human APJ apelin receptor. P35414. activation, % at 20 µM. CHO-K1 APJ PathHunter beta-arrestin, luminescence; 0% DMSO wells, 100% apelin. AID 2520. hit rate 0.11% among 330,000;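 active = activation more than six SD over the plate average, tested at 20 µM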;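 also: 0% = DMSO alone and 100% = apelin-13 at 10 nM; some results filed as inactive read as strong as hits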
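Assay system: CHO-K1 cells stably expressing ProLink-tagged human APJ and arrestin–beta-gal acceptor. Compound dosing: 20 µM single point, 1% DMSO. Times: 16-18 h seeding, 90 min dark compound exposure, 60 min detection. Detection: beta-gal luminescence. Evaluation: APJ–arrestin association signal. Controls: negative DMSO alone, positive Apelin-13 at 10 nM.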
* = called active by the depositor.

SMILES	697 NFkB inh	CHOP UPR activ	tim23-1 inh	Jurkat NFkB inh	XBP1 UPR activ	APJ antag	Mdm2-MdmX inh	APJ agonist
Cc1ccccc1-c1cc(C(=O)N2CCCC2)c2ccccc2n1	8	1.6	19	5	-2	3	-9	-8
COc1ccc(C(c2nnnn2C2CCCCC2)N2CCN(c3ccccc3F)CC2)cc1 (configuration not stated)	-19	-1.1	14	13	1	4	-7	0
O=C(/C=C/Nc1ccc(Br)cc1F)c1ccccc1	-188	-6.3	36	-129	-10	-14	-21	-2
COc1ccc(NC(=O)c2ccc(S(=O)(=O)C(F)F)cc2)c(OC)c1	-24	-1.4	13	-10	0	-21	3	-2
CCC1(C)Cc2ccccc2-c2[nH][nH]c(=O)c21 (configuration not stated)	13	0.4	14	-10	0	-23	-3	-3
Cc1ccc(S(=O)(=O)n2c([N+](=O)[O-])cnc2C)cc1C	-4	-1.5	11	5	-3	-6	1	-1
CCCC1CC(C)(c2csc(Nc3ccc(OCC)cc3)n2)OC1=O (configuration not stated)	-12	4.5	48	7	1	-2	6	5
Nc1nonc1NC(=O)NN=C1CCCCC1	7	-0.6	5	7	-2	1	-2	-3
Cc1cc(-c2cc(-c3ccc(Cl)cc3)on2)nc(NCC2CC2)n1	-7	1.7	7	11	-1	-76	10	0
Cc1c(C(=O)O)sc(=S)n1-c1ccc(Cl)cc1	5	-1.0	0	10	-4	-33	10	4
Cn1nnnc1SCC(=O)N1CCc2ccccc2C1	4	1.5	-5	-9	0	16	-25	-1
CCN1CCN(c2ccc(S(=O)(=O)N3CCOCC3)cc2NC(=O)c2ccccc2SC)CC1	-9	1.1	15	8	-3	2	9	3
COc1ccccc1CNC(=O)C(C)NS(=O)(=O)c1ccc(C)cc1 (configuration not stated)	-17	-0.6	13	0	0	6	13	3
COc1ccc(N2CCN(C(=O)c3ccc(C(C)(C)C)cc3)CC2)cc1	10	0.4	33	4	0	10	-13	-1
O=C(Cn1cc([N+](=O)[O-])cn1)N1CCCc2ccccc21	-2	3.4	10	-2	-1	3	22	-2
Cc1nn(CC(=O)Nc2ccc3c(c2)OCO3)c(C)c1Cl	1	0.7	15	-2	-1	-2	-9	-5
Oc1ccc2n[nH]nc2c1	-5	0.3	7	15	-2	1	-2	-1
O=C(Nc1ccc(Cl)cn1)Nc1cccs1	8	0.8	2	-12	-2	-3	-22	-3
CC1=NN(c2ccccc2)C(=O)/C1=C/c1cccc(C)c1	8	-0.9	35	4	-5	14	10	-2
O=C(COc1ncnc2scc(-c3ccc(Cl)cc3)c12)NCc1ccco1	5	-0.2	11	-1	-2	9	16	0
CN1CCCN(S(=O)(=O)c2ccccc2)c2nc3ccccc3nc21	-2	0.2	28	-5	2	2	13	-4
Cc1cc(C)c(C)c(S(=O)(=O)N2CCN(CC(=O)NC(=O)NCc3ccccc3)CC2)c1C	-8	-0.4	2	-12	-6	-17	21	-5
Cc1cc(NC(=O)C2CC(c3ccccc3Cl)=NO2)no1 (configuration not stated)	13	-1.4	12	8	1	3	12	-1
N#Cc1c(NC(=O)CSc2n[nH]c(N)n2)oc(-c2ccccc2)c1-c1ccccc1	-33	-1.3	-1	-18	2	-25	-6	-3
Cc1cccc(NC(=O)COc2cccc3c2CCN(C)C3=O)c1C	22	-0.3	19	0	-3	-14	15	-2

(further entries)
SMILES	697 NFkB inh	CHOP UPR activ	tim23-1 inh	Jurkat NFkB inh	XBP1 UPR activ	APJ antag	Mdm2-MdmX inh	APJ agonist
C=CCN(CC=C)C(=O)COC(=O)c1ccc(Sc2ncn[nH]2)c([N+](=O)[O-])c1	11	-0.6	13	11	-2	-9	-19	-6
CCc1cc2c(SC(C)C(=O)NC3CCCC3)ncnc2s1 (configuration not stated)	-10	-1.2	23	2	-1	4	13	-3
CCOc1ccccc1NC(=O)c1ccccc1-c1nc(-c2ccccc2)no1	-20	3.8	28	3	-1	18	9	-6
O=C(COC(=O)CCN=C1NS(=O)(=O)c2ccccc21)NNC(=O)c1ccc(Cl)cc1	24	0.3	-17	-5	-2	23	9	0
CN(CC(=O)NCCN1CCN(Cc2ccccc2)CC1)S(=O)(=O)c1cccc2nsnc12	-19	1.3	2	14	2	-4	-1	-4
O=C(N1CCN(Cc2ccc3c(c2)OCO3)CC1)C12CC3CC(CC(C3)C1)C2	-20	-0.5	24	10	0	15	11	-7
Cc1c(C(=O)c2ccccc2C(=O)O)sc2ccccc12	7	-0.8	12	-14	-2	-3	9	-2
COc1cccc(CNC(=O)C2CCC(=O)N(CCc3cccc(F)c3)C2)c1 (configuration not stated)	-12	3.7	-8	-13	0	-42	7	-7
COCCn1c(=O)c2ccccc2c2ccccc2c1=O	-15	1.3	-9	5	2	-2	-28	-5
Cc1ccc(OCc2nnc(SCC(=O)c3ccccc3)n2-c2ccccc2)cc1	-6	0.9	20	18	-4	2	16	-2
CC1CCN(C(=O)CN2C(=O)c3cccc4cccc(c34)C2=O)CC1	-1	-0.1	-8	12	-1	11	15	-3
COc1ccc(C)cc1NC(=O)C1CCCN1S(=O)(=O)c1ccc2c(c1)CCC(=O)N2 (configuration not stated)	4	-1.7	14	-15	-3	8	8	-2
CCO[C@H]1OC(C(=O)O)=C[C@@H](c2ccc3c(c2)OCO3)[C@@H]1CCCO	9	-2.6	-6	-6	-1	6	11	-3
Cc1cc(OCc2nc(-c3ccc(NC(=O)c4cccnc4)cc3)no2)ccc1Cl	-13	4.1	10	-1	16	-2	62*	1
Cc1ccc(C(=O)Nc2cc3c(cc2Cl)OCCCO3)cc1	-124	5.3	20	-121	2	-10	-152	-3
S=c1[nH]nc(-c2ccc3ccccc3n2)n1-c1cc(Cl)cc(Cl)c1	-29	-1.2	24	-5	0	-17	-21	-3
O=C(O)c1ccc(Nc2ncnc3c2cnn3Cc2ccccc2)cc1	3	1.3	-2	11	-2	13	-4	-2
CC1C(=O)N2CCCc3cc(NC(=O)COc4ccccc4)cc1c32 (configuration not stated)	3	0.5	11	6	-1	-6	12	-2
CCOC(=O)c1sc(NC(=O)CCN2C(=O)c3cccc([N+](=O)[O-])c3C2=O)c(C(=O)OCC)c1C	-16	-0.2	30	-14	-2	-36	-1	1
COc1ccc(-c2ccc3nnc(SCC(N)=O)n3n2)cc1	-22	1.7	11	-6	-1	-27	13	1
COC(=O)Cn1cc(/C=N/NC(=O)c2ccc(C#N)cc2F)c2ccccc21	21	0.2	12	13	1	-11	4	-6
COC(=O)Cn1c(=O)c2c(nc3n2CC(C)CN3c2ccc(C)c(C)c2)n(C)c1=O (configuration not stated)	5	-2.3	-6	-6	0	-66	8	-3
COc1ccccc1C(=O)N(CCN(C)C)c1nc2cc(C)cc(C)c2s1	20	0.9	25	1	-3	2	32	-1
Cc1ccc(NC(=O)CSc2nc(O)cc(=O)n2-c2ccc(C)cc2)cc1	3	-1.3	12	-7	-2	20	8	1
COc1ccc(/C=C/CN2CCC(CO)(Cc3ccccc3Cl)CC2)cc1	2	1.4	14	4	1	-6	31	-5

5 entries from above, arranged by heavy-atom count, rising:
SMILES	697 NFkB inh	CHOP UPR activ	tim23-1 inh	Jurkat NFkB inh	XBP1 UPR activ	APJ antag	Mdm2-MdmX inh	APJ agonist
Cc1ccc(C(=O)Nc2cc3c(cc2Cl)OCCCO3)cc1	-124	5.3	20	-121	2	-10	-152	-3
O=C(O)c1ccc(Nc2ncnc3c2cnn3Cc2ccccc2)cc1	3	1.3	-2	11	-2	13	-4	-2
COc1ccccc1C(=O)N(CCN(C)C)c1nc2cc(C)cc(C)c2s1	20	0.9	25	1	-3	2	32	-1
COC(=O)Cn1c(=O)c2c(nc3n2CC(C)CN3c2ccc(C)c(C)c2)n(C)c1=O (configuration not stated)	5	-2.3	-6	-6	0	-66	8	-3
O=C(COC(=O)CCN=C1NS(=O)(=O)c2ccccc21)NNC(=O)c1ccc(Cl)cc1	24	0.3	-17	-5	-2	23	9	0

Next section:
SMILES	697 NFkB inh	CHOP UPR activ	tim23-1 inh	Jurkat NFkB inh	XBP1 UPR activ	APJ antag	Mdm2-MdmX inh	APJ agonist
COc1ccc(OCc2nnc(SCC(=O)NCc3ccco3)o2)cc1	-2	-0.7	-3	3	-2	1	12	-2
COC(=O)C1NN=C(C(=O)c2ccc(Br)cc2)C1c1cccc(Br)c1 (configuration not stated)	-29	3.6	31	-1	0	29	8	-2
CCCCCCCSc1nnc(-c2ccccc2N)c(=O)[nH]1	4	1.1	14	9	-4	18	3	-3
CC(C)C(=O)N=C1NC(=O)CS1	-16	-1.9	3	-10	1	11	12	-1
CC(C)(C)NS(=O)(=O)c1ccc(NC(=O)C2CCCO2)cc1 (configuration not stated)	10	-0.3	8	17	-5	15	-12	-1
Cc1nc(NC(=O)/C=C/c2ccccc2)sc1C(=O)Nc1ccccc1Cl	-17	-0.7	-17	2	-1	10	23	-2
Cc1ccc2c(C)c(C(=O)NCC(C)(C)N3CCOCC3)oc2c1C	-18	-0.5	28	23	-3	-8	10	0
COc1ccc(C(c2nnnn2CC2CCCO2)N2CCN(c3ccccc3)CC2)cc1 (configuration not stated)	14	0.6	2	-12	-3	14	11	0
Cc1cccc(C)c1NC(=O)c1ccc(OCc2c(C)noc2C)cc1	3	1.2	7	12	-2	-5	25	-2
O=C(c1ccccc1F)N1CCN(c2ccccc2)CC1	-4	-0.9	20	-7	-3	14	11	0
Cc1ccc(NC(=O)C(=O)NCCN2CCN(S(C)(=O)=O)CC2)cc1C	4	-0.7	-2	10	1	5	5	-2
Clc1ccc(-c2nnc(-c3ccccc3)nc2N2CCSCC2)cc1	-36	-1.2	45	-7	5	9	7	1
O=C(NC1CCCN(Cc2ccc(Cl)cc2)C1)c1ccccc1C(F)(F)F (configuration not stated)	0	0.5	4	3	-1	-16	17	-3
CN(CC(=O)Nc1ccc(F)cc1[N+](=O)[O-])C1CCS(=O)(=O)C1 (configuration not stated)	10	3.1	5	1	0	-4	19	0
CC(C)COP(=O)(OCC(C)C)C(Nc1ccccc1)c1ccccc1 (configuration not stated)	5	0.5	38	-6	-1	12	-6	-6
Cc1ccc(NC(=O)c2ccccc2OCC(=O)c2ccccc2)cc1	-6	1.6	14	-4	4	-7	16	-4
O=C1CC(c2ccccc2)CC2=C1CN(C1CCCCC1)CN2 (configuration not stated)	12	-0.9	-3	24	1	-3	27	0
COC(=O)[C@@]12CCCN1[C@H](c1ccc(-c3ccc(Cl)c(Cl)c3)cc1)[C@H]1C(=O)N(C)C(=O)[C@H]12	-11	-1.4	29	3	-3	-71	31	-5
Cc1cccc(C)c1OCC1CNC(=O)O1 (configuration not stated)	-3	-0.3	10	-17	-2	-1	-3	2
O=C(CSc1ccc(-c2ccc(F)cc2)nn1)NCC1CCCO1 (configuration not stated)	13	-0.1	7	-8	-1	-14	-6	-5
CCN(CC)CCn1c2c(c(SCC(=O)Nc3ccc4c(c3)OCCO4)nc1=O)CCCC2	7	1.1	-9	-11	-1	21	37	-6
CCOC(=O)c1[nH]c(C)c(/C(O)=C2\C(=O)C(=O)N(CCN(C)C)C2c2ccc(C)o2)c1C (configuration not stated)	14	0.9	12	-1	-4	22	38	-3
CCS(=O)(=O)c1nc(S(=O)(=O)c2ccc(Cl)cc2)c(N2CCC(O)CC2)s1	-15	0.4	2	-2	-3	9	17	-1
COC(=O)c1ccc2c(=O)n(Cc3ccc(C(=O)NCCCN4CCC(C)CC4)cc3)c(=S)[nH]c2c1	5	-1.3	2	-6	0	23	-6	-4
CCN(CC)S(=O)(=O)c1ccc(-c2nnc(SCC(C)=O)o2)cc1	12	1.9	7	12	4	9	8	-4
